# Source: PubChem BioAssay (Sanford-Burnham Center for Chemical Genomics)
# MPTP inh = inhibitors of mitochondrial permeability transition pore; AID 602449; inhibition, % at 10 µM; 1.4% of 360,000 active; isolated mouse mitochondria, Ca2+ swelling absorbance, 30 min;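 active = inhibition of 50% or more, scaled per plate between neutral and stimulator controls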;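 note: 0% = DMSO wells given calcium and 100% = 1 mM EGTA wells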
# SENP7 inh = SENP7 protease inhibition; recombinant SENP7, Z-RLRGG-aminoluciferin luminescence, 40 min; inhibition, % at 5 µM; 1.5% of 330,000 active;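 active = inhibition above about 50% at the single test dose, limit read from the data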;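 note: plate controls were DMSO with enzyme for no effect and no enzyme buffer wells for full effect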
# Target sequence (Q9BQF6 706-1050 limits assumed): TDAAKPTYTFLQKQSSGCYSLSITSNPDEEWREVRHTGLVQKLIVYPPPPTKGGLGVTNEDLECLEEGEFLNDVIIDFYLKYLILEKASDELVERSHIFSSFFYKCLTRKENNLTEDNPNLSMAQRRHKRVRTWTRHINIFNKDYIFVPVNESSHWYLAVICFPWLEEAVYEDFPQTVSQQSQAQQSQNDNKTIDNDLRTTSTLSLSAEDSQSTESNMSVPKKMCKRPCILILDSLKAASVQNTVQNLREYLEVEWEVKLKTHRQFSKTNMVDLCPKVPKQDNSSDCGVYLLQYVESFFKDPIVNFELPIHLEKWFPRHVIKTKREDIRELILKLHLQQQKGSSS
# ATG4B inhibitor = inhibitors of human ATG4B cysteine protease. AID 504462. ATG4B cleavage of LC3-PLA2, NBD-HPC fluorescence, 1 h. inhibition, % at 8.33 µM. Q9Y4P1. 0.51% of 340,000 active; in the data active = inhibition above about 40%
# Target sequence (Q9Y4P1 whole entry, looked up): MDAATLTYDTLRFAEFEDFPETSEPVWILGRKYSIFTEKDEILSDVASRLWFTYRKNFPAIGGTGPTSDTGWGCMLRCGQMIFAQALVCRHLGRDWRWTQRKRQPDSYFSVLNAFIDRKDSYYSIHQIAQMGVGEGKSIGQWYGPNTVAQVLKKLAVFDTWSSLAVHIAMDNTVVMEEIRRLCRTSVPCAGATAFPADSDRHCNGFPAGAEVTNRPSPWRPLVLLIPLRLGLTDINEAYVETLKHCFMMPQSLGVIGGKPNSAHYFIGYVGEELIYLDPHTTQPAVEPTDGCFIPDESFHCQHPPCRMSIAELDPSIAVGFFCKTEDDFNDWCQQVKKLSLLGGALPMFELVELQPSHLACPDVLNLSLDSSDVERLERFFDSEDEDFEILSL
# NR3A LBD binder = modulators (binders) of human NR3A ligand-binding domain; NR3A LBD differential scanning fluorimetry, Tm shift; 0% = protein alone, 100% = glycine-bound protein; Tm shift relative to glycine control, % at 25 µM; 2.5% of 340,000 active; AID 1259313;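 active = melting temperature shift of at least 10% of the positive control shift, at one fixed dose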
# SENP6 block = blocks the human protease SENP6; Q9GZR1; Recombinant SENP6 catalytic domain, aminoluciferin luminescence; inhibition, % at 10 µM; 1.8% of 330,000 active;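 active = inhibition above about 50% at the single tested dose, limit read from the data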;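 note: plate controls were DMSO wells with enzyme for no effect and DMSO wells lacking enzyme for full effect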
# HKDC1 inhibitor = inhibitors of human hexokinase HKDC1. Q2TB90. recombinant HKDC1, G6PDH/diaphorase resazurin coupled fluorescence. inhibition, % at 20 µM. 0.16% of 340,000 active. AID 493160;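 active = inhibition above about 35% when tested at 20 µM, limit read from the data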;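 note: plate controls were DMSO wells with enzyme for no effect and DMSO wells lacking enzyme for full effect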
#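 Material: recombinant HKDC1 hexokinase; Amount: HKDC1 at 5 µg/mL; Medium: Tris pH 8.0 buffer with MgCl2, Tween-20, BSA, BME; Schedule: 90 min reaction incubation at room temperature, dark; Technique: coupled resazurin fluorescence, excitation 525 nm, emission 613 nm.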
# SENP8 block = blocks human SENP8 cleavage of Nedd8 substrate. Q96LD8. recombinant SENP8, Nedd8 substrate fluorescence. inhibition, % at 20 µM. 0.64% of 360,000 active; in the data active = inhibition mostly above about 40%, no sharp cut-off; inactive = mostly below about 27%
# Target sequence (Q96LD8 whole entry, looked up): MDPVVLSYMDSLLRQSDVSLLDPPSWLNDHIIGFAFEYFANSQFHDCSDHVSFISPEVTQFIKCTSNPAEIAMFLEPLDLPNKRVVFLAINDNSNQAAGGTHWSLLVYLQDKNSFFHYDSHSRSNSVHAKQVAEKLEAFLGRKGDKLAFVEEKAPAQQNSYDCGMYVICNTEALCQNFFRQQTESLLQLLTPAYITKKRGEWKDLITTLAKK
# PfGluPho inh = PfG6PD (Plasmodium falciparum) enzyme inhibition; PfGluPho enzyme, NADPH resazurin-diaphorase fluorescence; inhibition, % at 20 µM; 0.78% of 350,000 active;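 active = inhibition reaching at least a set limit at 20 µM in the primary screen, cut at about 59% in these data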;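 note: 0% = DMSO wells with substrate and 100% = DMSO wells lacking glucose-6-phosphate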
# Active calls of the source: *; x = not tested or not shown.
# Start of the listing, in advance, 18 compounds:
entry	SMILES	SENP7 inh	SENP8 block	MPTP inh	ATG4B inhibitor	SENP6 block	HKDC1 inhibitor	PfGluPho inh	NR3A LBD binder
1	Brc1ccc(CNc2ccc3ncccc3c2)cc1	-6	-306	92*	-8	13	17	36	-3
2	CSc1ccc(Cl)c(C(=O)OCC(=O)N2CCNC2=O)c1	4	-70	-0.8	0	-13	-3	16	1
3	CC1Cc2ccccc2N1C(=O)NC1CC(=O)N(c2ccc3c(c2)OCCO3)C1 (stereo unspecified)	-1	12	2.5	24	8	-4	2	2
4	COc1ccccc1Cn1c(=S)[nH]c2cc(C(=O)NCc3cccnc3)ccc2c1=O	-6	1	0.7	4	-15	3	-14	-11
5	N#CC1(NC(=O)CSc2nc3ccccc3s2)CCCCC1	2	-1	0.7	-4	9	-2	-5	2
6	Cc1ccc(-c2nn(-c3cc(Cl)ccc3[N+](=O)[O-])c(=O)c3ccccc23)cc1C	3	16	0.8	-11	-11	0	5	-1
7	Cc1ccc(C)c(NC(=O)CN(C)S(=O)(=O)c2cccc3cccnc23)c1	0	10	0.8	-13	-3	-6	1	0
8	Cc1cccc2cc(CN(Cc3cccs3)C(=S)NCC3CCCO3)c(=O)[nH]c12 (stereo unspecified)	-6	-7	-0.5	-11	-1	14	12	0
9	Cc1cc(C)n(-c2nc(C)nc3c2cnn3-c2ccccc2)n1	-11	-256	4.0	-1	-36	-7	0	1
10	CCCCCCNC(=O)N1C/C=C\C(c2ccc(OC)cc2)N(Cc2ccc(F)cc2)C(=O)C1 (stereo unspecified)	4	14	-0.3	6	-27	-2	4	-1
11	CCC(C)(C)n1nnnc1C(C(C)C)N(Cc1cccnc1)Cc1ccco1 (stereo unspecified)	-2	3	-1.9	-3	8	-3	-10	0
12	CN(C)/C=C/C(=O)c1ccc([N+](=O)[O-])c(CS(=O)(=O)c2ccccc2)c1	7	17	0.4	-9	9	4	19	2
13	O=C(c1ccc(F)cc1)C1CCN(C(=O)c2ccc(F)cc2)CC1	14	21	-1.2	4	-5	-5	19	-1
14	CC(C)NS(=O)(=O)c1ccc2c3c(cccc13)CC2	9	-64	-0.1	-2	15	-5	-3	-1
15	Cc1cccc(NS(=O)(=O)c2ccc(C(=O)N3CCN(c4ccccc4O)CC3)cc2)c1C	7	7	0.4	-8	-10	3	7	-2
16	Cc1cccc(N2CCN(C(=O)c3ccc4ncsc4c3)CC2)c1C	x	15	-0.6	-3	x	5	-4	2
17	CCc1nnc(NC(=O)c2cccnc2SC)s1	7	17	-0.4	1	2	6	-2	-1
18	O=C(C[n+]1ccc(-c2cc(C(=O)Nc3cccc(C(F)(F)F)c3)c3ccccc3n2)cc1)c1cccc([N+](=O)[O-])c1	-14	13	1.8	6	9	-3	8	1

# The list itself, repeating the preview:
entry	SMILES	SENP7 inh	SENP8 block	MPTP inh	ATG4B inhibitor	SENP6 block	HKDC1 inhibitor	PfGluPho inh	NR3A LBD binder
1	Brc1ccc(CNc2ccc3ncccc3c2)cc1	-6	-306	92*	-8	13	17	36	-3
2	CSc1ccc(Cl)c(C(=O)OCC(=O)N2CCNC2=O)c1	4	-70	-0.8	0	-13	-3	16	1
3	CC1Cc2ccccc2N1C(=O)NC1CC(=O)N(c2ccc3c(c2)OCCO3)C1 (stereo unspecified)	-1	12	2.5	24	8	-4	2	2
4	COc1ccccc1Cn1c(=S)[nH]c2cc(C(=O)NCc3cccnc3)ccc2c1=O	-6	1	0.7	4	-15	3	-14	-11
5	N#CC1(NC(=O)CSc2nc3ccccc3s2)CCCCC1	2	-1	0.7	-4	9	-2	-5	2
6	Cc1ccc(-c2nn(-c3cc(Cl)ccc3[N+](=O)[O-])c(=O)c3ccccc23)cc1C	3	16	0.8	-11	-11	0	5	-1
7	Cc1ccc(C)c(NC(=O)CN(C)S(=O)(=O)c2cccc3cccnc23)c1	0	10	0.8	-13	-3	-6	1	0
8	Cc1cccc2cc(CN(Cc3cccs3)C(=S)NCC3CCCO3)c(=O)[nH]c12 (stereo unspecified)	-6	-7	-0.5	-11	-1	14	12	0
9	Cc1cc(C)n(-c2nc(C)nc3c2cnn3-c2ccccc2)n1	-11	-256	4.0	-1	-36	-7	0	1
10	CCCCCCNC(=O)N1C/C=C\C(c2ccc(OC)cc2)N(Cc2ccc(F)cc2)C(=O)C1 (stereo unspecified)	4	14	-0.3	6	-27	-2	4	-1
11	CCC(C)(C)n1nnnc1C(C(C)C)N(Cc1cccnc1)Cc1ccco1 (stereo unspecified)	-2	3	-1.9	-3	8	-3	-10	0
12	CN(C)/C=C/C(=O)c1ccc([N+](=O)[O-])c(CS(=O)(=O)c2ccccc2)c1	7	17	0.4	-9	9	4	19	2
13	O=C(c1ccc(F)cc1)C1CCN(C(=O)c2ccc(F)cc2)CC1	14	21	-1.2	4	-5	-5	19	-1
14	CC(C)NS(=O)(=O)c1ccc2c3c(cccc13)CC2	9	-64	-0.1	-2	15	-5	-3	-1
15	Cc1cccc(NS(=O)(=O)c2ccc(C(=O)N3CCN(c4ccccc4O)CC3)cc2)c1C	7	7	0.4	-8	-10	3	7	-2
16	Cc1cccc(N2CCN(C(=O)c3ccc4ncsc4c3)CC2)c1C	x	15	-0.6	-3	x	5	-4	2
17	CCc1nnc(NC(=O)c2cccnc2SC)s1	7	17	-0.4	1	2	6	-2	-1
18	O=C(C[n+]1ccc(-c2cc(C(=O)Nc3cccc(C(F)(F)F)c3)c3ccccc3n2)cc1)c1cccc([N+](=O)[O-])c1	-14	13	1.8	6	9	-3	8	1
19	Cc1ccc(S(=O)(=O)NCCC(=O)NC2CCCCCC2)cc1	8	-3	-0.3	2	3	-3	-12	0
20	COc1ccc(-c2nnc(SCC(=O)N3CCCC3)o2)cc1	0	6	1.4	-3	-45	-6	1	-4
21	CC(C)(C)NC(=O)NC(=O)COC(=O)c1cccc(NS(=O)(=O)c2ccc(F)c(F)c2)c1	7	-67	0.7	-3	15	4	-16	0
22	CC(C)(C)c1nn2cnnc2n(/N=C/c2ccc(O)cc2)c1=O	-1	5	0.2	-7	-41	-1	3	4
23	CC(=O)Nc1cccc(NC(=S)Nc2cccc3ccccc23)c1	22	-467	-1.3	-19	45	7	20	-1
24	Cc1nc(N2CCCCC2)c2c(-c3cccs3)csc2n1	-2	1	-2.2	-4	15	-3	-5	-2
25	Cc1noc(C)c1CSCC(=O)N(CC(C)C)c1c(N)n(Cc2ccccc2)c(=O)[nH]c1=O	3	-2	-2.9	-7	9	-8	7	2
26	COc1ccc(C(=O)Oc2cccc3cccnc23)cc1[N+](=O)[O-]	9	4	-1.2	3	-14	5	6	-1
27	O=C1Nc2ccc(F)cc2C12Nc1ccccc1-c1nnc(SCc3ccccc3)nc1O2 (stereo unspecified)	0	10	2.9	6	0	11	-20	x
28	CCOC(=O)C1CCN(C(=O)c2ccc3nc(-c4ccc(OC)cc4)c(-c4ccc(OC)cc4)nc3c2)CC1	-2	-482	1.0	-8	3	9	19	-2
29	CC(C)CNC(=O)CSc1nc2nn(-c3ccccc3)c(=O)c-2c2n1CCCCC2	-3	21	0.1	4	0	-3	-2	0
30	CCOC(=O)C(C)(C)Oc1cccc2c1S(=O)(=O)c1ccccc1-2	-5	-38	-1.7	-2	-8	-5	-1	-4
31	COC(=O)c1ccc(NC(=O)CSc2nc(C)cc(=O)[nH]2)cc1	-4	18	3.1	4	-16	-4	-7	1
32	CC1Cc2ccccc2N1CC(=O)Nc1cccc(S(N)(=O)=O)c1 (stereo unspecified)	-9	11	-4.7	-8	-14	-7	6	0
33	Cn1c(=O)c2c(nc(N/N=C/c3ccc(OC(=O)c4ccco4)cc3)n2Cc2ccc(F)cc2)n(C)c1=O	4	-244	2.5	-9	6	-3	10	0
34	O=C(N[C@@H]1C/C=C\C[C@@H](CC(=O)N(CCO)Cc2ccccc2)C(=O)NC[C@H](c2ccccc2)OC1=O)OCC1c2ccccc2-c2ccccc21	4	-7	-0.8	6	-2	3	4	-2
35	CCS(=O)(=O)c1ccc2oc(Nc3ccc(OC)c(OC)c3)nc2c1	-5	-1	-0.7	-8	-23	-5	17	-33
36	O=C1CC(=O)N(CCc2ccccc2)C(=O)N1CCc1ccccc1	5	5	16	11	3	1	14	-3
37	CCOC(=O)c1ccc[n+](C(C)C(=O)c2ccc(-c3ccccc3)cc2)c1 (stereo unspecified)	0	22	0.3	3	-15	-5	-9	-1
38	COC(=O)c1ccc(SCC(=O)NC2CCCC2)c([N+](=O)[O-])c1	1	11	3.5	-7	-7	-8	13	-1
39	Cc1sc(NC(=O)c2ccco2)c(C(c2cccnc2)N2CCN(C)CC2)c1C (stereo unspecified)	9	-52	-0.3	-8	-1	-1	-6	0
40	CCOC(=O)C1(CCc2ccccc2)CCN(C(=O)CCn2cnnn2)CC1	-1	7	0.5	-4	9	1	-2	-2
41	O=C(N/N=C/c1ccco1)c1cc(-c2cccc3ccccc23)n[nH]1	0	1	-0.3	26	15	2	5	-2
42	CCn1c(SCC(=O)c2cc(C)ccc2C)nc2cc(S(=O)(=O)N3CCOCC3)ccc21	1	38	2.5	-16	-7	-5	20	-2
43	Cc1nn(Cc2ccc(Cl)cc2)c(C)c1NC(=O)/C=C/c1cnn(C)c1	3	14	-0.8	-2	9	-9	12	3
44	O=C(CCc1nc(-c2ccccc2F)no1)NCCN1CCN(Cc2ccccc2)CC1	-7	15	-0.2	-3	-9	-5	3	4
45	N#Cc1c(NC(=O)c2cc([N+](=O)[O-])ccc2N2CCOCC2)sc2c1CCCC2	-4	17	4.6	-8	-8	-5	3	-4
46	N#Cc1cc(N)ccc1Sc1ccccc1	-9	-260	1.9	6	-15	0	4	-1
47	O=C(CN1CCC(C(=O)c2cccc(Cl)c2)CC1)Nc1cccc(C(=O)O)c1	-7	4	-2.5	-6	9	-8	2	5
48	COc1ccc(N2C(=O)C(Cl)=C(N3CCCC(C)C3)C2=O)cc1 (stereo unspecified)	10	30	-1.6	-7	-7	-2	2	-1
49	CCC(NC(=O)Nc1ccc(O)cc1)(C(F)(F)F)C(F)(F)F	13	18	0.6	5	-14	3	26	-1
50	O=C(O)c1ccc(NC(=O)C2C3CCC(C3)C2C(=O)O)cc1 (stereo unspecified)	-3	20	0.7	6	5	-5	-13	0
51	CCOC(=O)C1=C(C)N(C)C(C)=C(C(=O)OCC)C1c1ccc(Cl)cc1	9	-23	2.3	-3	-8	21	-5	0
52	CN(CC(=O)O)Cc1nc2ccccc2[nH]1	1	5	-2.6	18	4	16	6	0
53	CC(C)(C)c1ccc(C(=O)Nc2ccc(Oc3cccnc3)nc2)cc1	-13	17	19	-11	-13	0	4	-1
54	N#CCC(=O)Nc1ccc(C(=O)N2CCN(S(=O)(=O)c3ccc4ccccc4c3)CC2)cc1	-3	11	0.6	-18	3	-1	10	-2
55	C=CCOc1ccc2ccccc2c1CNCCCN1CCOCC1	-2	14	1.6	-1	-4	0	-7	1
56	O=C(CCc1ccc(O)c(O)c1)N/N=C/c1ccc2c(c1)OCO2	-8	15	-0.6	-1	-9	5	62*	-32
57	CCc1ccc(/C=C2/SC(=S)N(CCC(=O)Nc3cccc(C(=O)O)c3)C2=O)cc1	52*	21*	1.2	12	38	16	-17	-1
58	O=[N+]([O-])c1cc(O)c2ncccc2c1	1	x	x	0	26	10	55	-2
